From PubChem
CHRM4 PAM – potentiates acetylcholine response at human M4 receptor | actives 0.4% (n = 360,000) | activation, % at 3 µM | AID 624126 | P08173 | CHO-K1 hM4/Gqi5, Fluo-8 calcium fluorescence, ACh EC20; 0% = ACh EC20, 100% = maximal ACh;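 active means activation above its plate's cutoff, the mean activation of sample wells plus 3 SD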; further: some results filed as inactive read as strong as hits
CRFBP-R2 agonist – agonists of human CRF-binding protein/CRF-R2 receptor complex | HEK293 CRF-R2/CRF-BP, calcium dye fluorescence (FLIPR); percent of saturating CRF peptide response | activation, % at 13.2 µM | actives 0.46% (n = 350,000);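 active means activation of at least 50%, plus an integration ratio under a set limit after plate pattern correction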;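 further: plate controls were neutral control wells without compound for no effect and CRF at EC100 for full effect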
M1 PAM – human CHRM1 positive allosteric modulation; AID 588819; CHO-K1 hM1, Fluo-8 calcium fluorescence, ACh EC20; 0% = ACh EC20, 100% = maximal ACh; actives 0.088% (n = 360,000); P11229; activation, % at 3 µM; in the data active means activation above about 19%, passing the limit was not always enough
M5 PAM – positive allosteric modulators of human muscarinic M5 receptor; actives 0.3% (n = 360,000); P08912; AID 624038; activation, % at 3 µM; CHO-K1 hM5, Fluo-8 calcium, ACh EC20 PAM; 0% = ACh EC20, 100% = ACh EC100;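 active means activation above the run cutoff, the mean activation of all test compounds plus 3 SD, cut at about 18% in these data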
Target sequence (P08912 whole entry, looked up): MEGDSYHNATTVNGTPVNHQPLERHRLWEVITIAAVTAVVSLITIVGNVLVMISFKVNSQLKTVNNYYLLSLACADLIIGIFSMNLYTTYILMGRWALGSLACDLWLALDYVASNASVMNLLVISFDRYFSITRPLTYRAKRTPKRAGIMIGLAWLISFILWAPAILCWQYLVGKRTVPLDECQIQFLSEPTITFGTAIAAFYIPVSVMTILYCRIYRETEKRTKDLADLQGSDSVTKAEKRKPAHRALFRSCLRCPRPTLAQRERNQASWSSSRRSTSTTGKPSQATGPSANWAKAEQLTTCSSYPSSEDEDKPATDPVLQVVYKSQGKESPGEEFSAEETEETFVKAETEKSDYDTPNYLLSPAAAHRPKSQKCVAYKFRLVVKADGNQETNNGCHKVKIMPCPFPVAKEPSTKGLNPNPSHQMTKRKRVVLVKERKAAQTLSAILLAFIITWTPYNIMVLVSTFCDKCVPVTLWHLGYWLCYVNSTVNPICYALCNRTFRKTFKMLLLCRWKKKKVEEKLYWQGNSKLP
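system = human M5 receptor in CHO-K1 cells | reagent = EC20 acetylcholine as agonist stimulus | compound dosing = single-point, 3 µM nominal | incubation = Fluo-8 loading 80 min at 37 °C plus 30 min room temperature | detection = Fluo-8 calcium dye fluorescence, kinetic read | benchmarks = low control EC20 acetylcholine (0%), high control EC100 acetylcholine (100%)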
CHRM5 agonist – CHRM5 agonism in calcium assay | actives 0.19% (n = 360,000) | CHO-K1 hM5 cells, Fluo-8 calcium fluorescence; 0% DMSO wells, 100% maximal acetylcholine response | P08912 | activation, % at 3 µM | AID 624037;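 active means activation above the run's mean over test compounds plus 3 SD, cut at about 23% in these data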;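 further: signal is peak over basal fluorescence ratio across the kinetic read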
CRFR2-BP antag – blocks CRF-induced signaling of the CRF-BP/CRF-R2 complex | HEK293 CRF-R2/CRF-BP, CRF-induced calcium fluorescence | inhibition, % at 11.8 µM | actives 0.59% (n = 350,000) | AID 588475;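 active means inhibition of the ligand-induced calcium signal above about 50% at the single tested concentration, limit read from the data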
M4 ag – agonists of human muscarinic M4 receptor (CHRM4); CHO-K1 hM4/Gqi5, Fluo-8 calcium fluorescence; vehicle 0%, full acetylcholine response 100%; AID 624127; P08173; activation, % at 3 µM; actives 0.14% (n = 360,000);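 active means activation above the run mean over all test wells plus 3 SD, cut at about 32% in these data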;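 further: peak over basal fluorescence ratio per well then scaled between controls; 0% = DMSO wells and 100% = acetylcholine at EC100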
CHRM5 antagonist – blocks acetylcholine activation of human M5 receptor; inhibition, % at 3 µM; CHO-hM5 cells, Fluo-8 calcium fluorescence, ACh EC80; P08912; actives 0.59% (n = 360,000);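 active means inhibition above a per-plate cutoff, the mean of that plate's test compounds plus 3 SD, cut at about 27% in these data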;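 further: 0% = acetylcholine EC80 with DMSO and 100% = DMSO without agonist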
CHRM4 antagonist – CHRM4 antagonism in calcium assay; P08173; CHO-hM4 cells, ACh EC80, Fluo-8 calcium fluorescence; inhibition, % at 3 µM; actives 0.73% (n = 360,000); AID 624125;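 active means inhibition above its plate's cutoff, the mean inhibition of sample wells plus 3 SD, cut at about 27% in these data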;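 further: 0% = acetylcholine EC80 with DMSO and 100% = DMSO without agonist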
Starred values were filed as active, the others as inactive; / = no result given.

SMILES	CHRM4 PAM	CRFBP-R2 agonist	M1 PAM	M5 PAM	CHRM5 agonist	CRFR2-BP antag	M4 ag	CHRM5 antagonist	CHRM4 antagonist
CC1CCN(CCNC(=O)C2CCCN(c3ncnc4c3nc3n4CCCCC3)C2)CC1 (stereo not drawn)	-1	-1.5	1	2	-9	2	0	1	-1
CCOc1ccccc1NC(=O)NC(C)c1ccc2c(c1)OCO2 (stereo not drawn)	-6	/	-6	1	-3	/	0	4	11
CCc1ccc2[nH]c(C(=O)Nc3ccc4c(c3)OCO4)cc2c1	-24	-4.7	-3	-19	2	69*	5	16	-4
COc1ccc(S(=O)(=O)N(C)C[C@H]2Oc3ccc(NS(=O)(=O)c4cccs4)cc3CC(=O)N([C@H](C)CO)C[C@H]2C)cc1	7	0.8	17	4	6	-5	3	6	5
C[C@H](CO)N1C[C@H](C)[C@@H](CN(C)C(=O)Nc2ccc3c(c2)OCO3)Oc2ccc(NS(=O)(=O)c3ccccc3)cc2C1=O	4	-1.1	8	15	0	-8	-1	-7	3
CCc1nnc(NC(=O)c2cccc(S(=O)(=O)N3CCc4ccccc43)c2)s1	0	-0.6	6	2	-1	-12	0	-3	3
CC1=C(C(N)=O)C(c2sccc2C)n2nnnc2N1 (stereo not drawn)	0	2.6	11	5	-1	-24	1	-6	-2
O=C(NC1CCN(C(=O)Nc2ccccc2)CC1)C1CCCCC1	5	-3.8	9	1	-3	29	2	2	4
COc1ccc(N/C(=C/[N+](=O)[O-])SC)cc1	11	-1.0	13	0	0	7	1	-6	0
Cc1ccc(N2C(=O)NC(NC(=O)C3CC3)(C(F)(F)F)C2=O)cc1 (stereo not drawn)	-1	0.8	2	2	-2	-13	0	-2	0
CN(C(=O)c1ccccc1Cl)c1ccccc1C(=O)NCc1ccccc1	1	-1.0	6	-6	-2	-5	4	10	-7
Fc1ccccc1N1CCN(C2CCN(Cc3c[nH]c4ccccc34)CC2)CC1	-18	-1.1	5	-2	-1	-33	11	5	2
Cc1cccc(-c2nc(CS(=O)CC(=O)NC3CCCC(C)C3C)c(C)o2)c1 (stereo not drawn)	1	-5.1	3	-3	1	-42	2	-1	-9
COc1cc(C(c2nnnn2C(C)(C)C)N2CCN(C)CC2)cc(OC)c1OC (stereo not drawn)	-3	4.2	0	1	-2	-18	0	2	-4
Cc1nc2ccccc2n1CC(=O)N/N=C\C=C\c1ccccc1	-1	-0.4	-2	-5	1	-6	4	1	10
CCOC(=O)c1noc(C)c1C(=O)Nc1cccc(F)c1	2	6.7	6	-2	-2	-49	1	10	-4
CNc1cnc(-c2cc(OC)c(OC)c(OC)c2)cn1	4	/	10	-3	-1	/	0	7	5
Cc1ccc(N2C(=O)CSC2c2cccs2)cc1 (stereo not drawn)	0	0.1	-7	-9	-7	11	0	9	3
Cc1cc(C)cc(C(=O)NCC(=O)NCc2ccc(S(N)(=O)=O)cc2)c1	-1	5.7	10	1	-2	1	1	5	3
Cc1cc(C)n(-c2cc(=O)n(C)c(=O)n2C)n1	1	-1.2	4	1	-3	10	0	-2	2
NC(Cc1ccccc1)c1csc(Nc2cc(Oc3ccccc3)ncn2)n1 (stereo not drawn)	-6	/	-6	-2	3	/	15	11	7
O=C(CSc1cccc[n+]1[O-])Nc1cccc(S(=O)(=O)NC2=NCCCCC2)c1	0	-1.9	5	-3	-2	2	1	6	4
CC(=O)N1CCN(C(=O)C(Cc2c[nH]c3ccccc23)NC(=O)c2ccccc2Cl)CC1 (stereo not drawn)	4	-1.0	4	0	2	-9	0	2	8
CCOc1ccc(/C(C)=N\NC(=O)Cc2ccccc2)cc1	-6	-1.1	2	2	1	-7	1	4	2
CSc1ccc(CN2CCC2(C)C(=O)NC2CCc3ccccc32)cc1 (stereo not drawn)	-3	/	1	-5	-2	/	-1	2	-2
CC(/C=C1\SC(=O)N(CC(=O)Nc2cccc(O)c2)C1=O)=C\c1ccccc1	2	0.7	2	-2	0	18	4	6	11
C/C(=N\N=C(/N)SC1CC(=O)N(c2ccc(Br)cc2)C1=O)c1cccs1 (stereo not drawn)	9	-2.5	-3	1	4	-59	4	-4	1
CCn1c(SCc2c(Cl)cccc2Cl)nnc1-c1nn(-c2ccccc2)ccc1=O	3	0.5	0	-2	-4	2	3	-4	-12
Cc1cc(C)c(NC(=O)c2cc3c(nc4sccn43)s2)c(C)c1	-1	0.1	1	-2	-2	-9	3	3	5
Cc1ccc(-c2onc(C)c2C)cc1S(=O)(=O)N1CC(C)Oc2ccccc21 (stereo not drawn)	-20	4.0	-4	-11	-6	6	5	16	2
CCOC(=O)c1c(C)n(C)c2cc(-c3cccc(C(F)(F)F)c3)c(O)cc12	2	-2.5	-7	-5	-2	13	0	10	-1
CCn1c(SCC(=O)N(C)CC(=O)Nc2ccc(F)c(F)c2F)nnc1-c1ccco1	7	-1.2	9	8	2	-2	2	1	-7
CCCCNc1c(-c2cccc(Sc3ccc(OC)cc3)c2)nc2ccccn12	-10	-3.0	-14	-39	-2	-8	17	18	49*
COc1cccc(N2C(=O)C(Cc3c[nH]c4ccccc34)NC2=S)c1 (stereo not drawn)	-4	-0.5	3	1	-1	-13	1	-5	-2
CCOC(=O)Cn1c(C)c(Br)c(COC)c(C#N)c1=O	-14	1.7	4	1	-3	4	0	6	10
O=c1/c(=C\c2cccnc2)sc2nc3ccccc3n12	18	-3.3	8	-2	1	-15	2	2	-4
Cc1nn(Cc2ccc(C(=O)N3CCCC3)o2)c(C)c1[N+](=O)[O-]	6	-2.4	8	-1	-3	14	0	-5	-24
O=C(CCCCn1c(=O)[nH]c2ccsc2c1=O)NCc1cccnc1	10	-0.5	9	4	-1	15	0	-4	-6
CC1ON=C(c2cccc3ccccc23)N(C)C1=O (stereo not drawn)	2	/	1	-3	0	/	0	-1	-4
O=c1[nH][nH]c2c1[C@H](c1ccc(Cl)cc1)O[C@H](C1CCCCC1)C2	7	/	/	6	3	/	-1	-1	-5

Filtered by structure: those above with a CF3 group
SMILES	CHRM4 PAM	CRFBP-R2 agonist	M1 PAM	M5 PAM	CHRM5 agonist	CRFR2-BP antag	M4 ag	CHRM5 antagonist	CHRM4 antagonist
Cc1ccc(N2C(=O)NC(NC(=O)C3CC3)(C(F)(F)F)C2=O)cc1 (stereo not drawn)	-1	0.8	2	2	-2	-13	0	-2	0
CCOC(=O)c1c(C)n(C)c2cc(-c3cccc(C(F)(F)F)c3)c(O)cc12	2	-2.5	-7	-5	-2	13	0	10	-1

(list continues)
SMILES	CHRM4 PAM	CRFBP-R2 agonist	M1 PAM	M5 PAM	CHRM5 agonist	CRFR2-BP antag	M4 ag	CHRM5 antagonist	CHRM4 antagonist
C=CCOC(=O)C1=C[C@H](C(C)(C)C)[C@@H](CCCO)[C@H](OCC)O1	19	0.6	12	0	1	5	2	10	-15
O=C(CCCc1cccs1)Nc1nc2c(s1)CCCC2	1	-0.8	1	2	-6	-16	0	-4	-8
O=S(=O)(c1ccc(Br)cc1)N1CCC2(CC1)OCCO2	7	0.9	15	-8	-5	-7	1	3	-1
CCn1c(SCC(=O)Nc2c(C)n(C)n(-c3ccccc3)c2=O)nnc1-c1cccc(C)c1	7	-1.1	1	-2	-3	-5	1	4	7
CNc1oc(-c2cccs2)nc1C#N	15	-1.9	12	10	-3	-24	2	19	3
CN(CCO)c1cc(NCCCN2CCC(Cc3ccccc3)CC2)c2nonc2c1[N+](=O)[O-]	-7	0.4	-4	-1	-7	19	0	9	-2
O=C(O)c1cnc(-c2ccccc2)nc1Sc1ccccc1Cl	6	0.3	13	4	-1	14	-1	-4	3
CCOc1ccc(N(CC(=O)N/N=C/c2cccnc2)S(C)(=O)=O)cc1	7	-0.7	8	0	-3	13	1	-12	-13
S=C(Nc1cccc(Cl)c1)N(CCCN1CCCC1)Cc1cccn1Cc1ccc(Cl)cc1	-12	5.7	-9	0	-15	-11	8	6	2
COc1cccc(NC(=O)C2C3C=CC4(O3)C2C(=O)N(C(C)C)C4C(=O)NC2CCCCC2C)c1 (stereo not drawn)	-6	-2.1	5	-4	-3	-3	0	-4	8
O=C(OCc1cc(Cl)ccc1OC(F)F)c1cccnc1	2	5.7	3	0	-3	10	0	-15	-3
OCCC1CN(Cc2cc(F)ccc2-n2cccn2)CCN1Cc1ccc(F)cc1 (stereo not drawn)	-10	1.0	7	6	-8	4	1	0	-3
CC1CCCCN1C(=O)C1CCN(c2nc(-c3ccccc3)nc3c2CCC3)CC1 (stereo not drawn)	4	-1.1	13	16	-4	-7	-1	-19	-7
Cc1ccccc1SCC(=O)Nc1cc(C(F)(F)F)ccc1N1CCOCC1	-8	3.9	-9	-7	-2	-19	-1	2	-1
O=C(N/C(=C\c1ccco1)C(=O)N1CCC(O)CC1)c1ccccc1	-4	-2.0	9	-1	-1	1	1	17	4
CN1CCN(c2cc(=O)n(-c3ccc(Cl)cc3)c(=O)[nH]2)CC1	6	0.1	4	-1	2	4	0	-1	-14
O=C1Nc2ccccc2/C1=C/c1cnc(-c2ccccc2)[nH]1	-1	42	0	-2	4	-25	5	4	1
CC(=O)c1ccc(N2CCN(C(=O)c3ccco3)C(C)C2)c(F)c1 (stereo not drawn)	-5	-0.4	5	-8	1	4	5	10	4
S=C(Nc1ccc(Cl)cc1)c1nc2ccccc2s1	5	-0.8	4	1	1	6	0	14	-8
COc1ccc(NC(=O)CN(C)C2CCCCC2)c([N+](=O)[O-])c1	0	-3.9	6	5	-1	-45	1	-6	-18
CC(C)CN1CCC(=O)N([C@H](CSc2ccc(Br)cc2)Cc2ccccc2)CC1	0	3.7	-2	-1	-6	-9	2	3	-4
